Bioassay records (PubChem)
bIAP inh: blocks bovine intestinal alkaline phosphatase activity | purified bovine IAP, CDP-star luminescence, 30 min | inhibition, % at 20 µM | 190,000 tested, under 10 active | AID 1019;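 active means over 50% inhibition of intestinal alkaline phosphatase at 20 µM in the single-dose screen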
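test system = bovine IAP enzyme | medium = DEA buffer 100 mM, pH 9.8, with MgCl2 1.0 mM, ZnCl2 0.02 mM | detection = luminescence | dosing = single compound dose of 20 µM, 2% DMSO final | incubation = 30 min reaction at room temperature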
TNAP inh hi DEA: TNAP (human) inhibition, high acceptor; purified TNAP, CDP-star luminescence, 1 M DEA; inhibition, % at 20 µM; 0.03% of 200,000 active;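 active means over 50% inhibition of tissue-nonspecific alkaline phosphatase at 20 µM in the single-dose screen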;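 further: plate controls were DMSO wells for no effect and EDTA-quenched wells as full inhibition for full effect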
Target sequence (P05186 whole entry, looked up): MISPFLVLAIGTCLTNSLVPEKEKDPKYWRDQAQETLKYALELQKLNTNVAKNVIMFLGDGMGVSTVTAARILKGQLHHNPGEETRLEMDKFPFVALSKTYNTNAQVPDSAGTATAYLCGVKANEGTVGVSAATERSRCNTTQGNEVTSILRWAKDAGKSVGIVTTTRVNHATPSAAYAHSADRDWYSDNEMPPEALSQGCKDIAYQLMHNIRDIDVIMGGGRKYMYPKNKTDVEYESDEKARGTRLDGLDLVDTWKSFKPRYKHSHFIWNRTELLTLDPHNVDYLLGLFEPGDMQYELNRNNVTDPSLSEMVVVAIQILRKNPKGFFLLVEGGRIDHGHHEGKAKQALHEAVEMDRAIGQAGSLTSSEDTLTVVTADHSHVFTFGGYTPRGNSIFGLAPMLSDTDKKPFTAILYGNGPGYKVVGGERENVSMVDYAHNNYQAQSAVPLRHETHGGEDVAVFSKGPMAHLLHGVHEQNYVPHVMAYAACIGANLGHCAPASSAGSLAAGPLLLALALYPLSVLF
TNAP inh no acc: TNAP (human) inhibition, acceptor-free conditions; purified TNAP, CDP-star luminescence, 30 min; inhibition, % at 20 µM; 0.26% of 200,000 active;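 active means tissue-nonspecific alkaline phosphatase inhibition above about 50% at 20 µM in the single-dose screen, limit read from the data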;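 further: 0% = DMSO negative control and 100% = EDTA positive control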
Diaph act CS: counter-screen for diaphorase-based assays: diaphorase activators and chemical reducers | Diaphorase/resazurin coupled assay, resorufin fluorescence, 16 min; active compounds read high; 1 = vehicle wells, 0 = NADH-free wells | activation factor at 20 µM | 0.005% of 190,000 active;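 active means diaphorase activity raised at least twofold by the compound at 20 µM; inactive means activation factor below 2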
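Material: Purified diaphorase enzyme from Clostridium kluyveri | Buffer or medium: 50 mM HEPES pH 7.4 with 4.542 mM MgCl2, 0.005% Tween 20 | Times: 16 min enzyme reaction, ambient temperature | Signal: Red resorufin fluorescence at 544/590 nm excitation/emission | Measure: Increased resorufin signal from activators or reducing compounds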
Diaphorase inh: inhibits diaphorase or chemically oxidizes, flagging diaphorase assay artifacts | diaphorase resazurin-to-resorufin fluorescence, NADH, 16 min; bacterial (C. kluyveri) enzyme, not human | inhibition, % at 20 µM | 0.69% of 190,000 active | AID 1217;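 active means primary screen inhibition at 20 µM above a set limit, cut at about 50% in these data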;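 further: plate controls were DMSO with full reaction for no effect and wells lacking NADH for full effect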
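Assay system – diaphorase enzyme from Clostridium kluyveri · Amount – diaphorase 0.14 U/mL (working solution) · Times – reaction incubation of 16 min at room temperature · Controls – No-NADH positive control and DMSO neutral control · Signal – resorufin fluorescence 544/590 nm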
L major viab: reduces viability of Leishmania major promastigotes | resazurin fluorescence viability | inhibition, % at 10 µM | 9% of 200,000 active | AID 1063; in the data active means inhibition above about 50%;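 further: promastigotes grown with compound for 44 hours at 28 °C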
PMI activator: phosphomannose isomerase (human) activation; purified human PMI, coupled resazurin fluorescence, 20 min; active compounds read high; 1 = vehicle control, 0 substrate-free wells; activation factor at 20 µM; 0.005% of 190,000 active;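 active means activation factor of 2 or more at 20 µM, relative to plate controls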
Target sequence (P34949 whole entry, looked up): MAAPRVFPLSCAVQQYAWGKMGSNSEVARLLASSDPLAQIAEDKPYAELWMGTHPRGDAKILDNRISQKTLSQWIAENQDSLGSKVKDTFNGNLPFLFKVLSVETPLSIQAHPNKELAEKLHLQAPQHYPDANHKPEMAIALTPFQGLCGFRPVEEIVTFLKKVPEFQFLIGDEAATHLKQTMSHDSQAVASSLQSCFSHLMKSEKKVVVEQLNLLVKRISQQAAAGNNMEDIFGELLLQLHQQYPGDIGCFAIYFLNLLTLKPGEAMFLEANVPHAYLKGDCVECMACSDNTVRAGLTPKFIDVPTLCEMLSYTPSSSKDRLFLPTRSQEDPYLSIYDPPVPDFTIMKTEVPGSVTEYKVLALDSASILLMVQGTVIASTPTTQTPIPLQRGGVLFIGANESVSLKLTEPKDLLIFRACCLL
bIAP act: increases bovine intestinal alkaline phosphatase activity; 0.17% of 200,000 active; purified bovine IAP, CDP-star luminescence, 30 min; active compounds read high; fold of DMSO-control signal, blank-subtracted; activation factor at 20 µM; AID 1016;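 active means activation factor of 2 or more at 20 µM, a signal rise over negative controls twice the positive control's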
TNAP act hiacc: increases human TNAP activity under high phosphate acceptor concentration. activation factor at 20 µM. 200,000 tested, under 10 active. purified TNAP, CDP-star luminescence, 1 M DEA, 30 min; active compounds read high; 0 = EDTA background, 1 = DMSO-only activity. AID 1136. P05186;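 active means activation factor at least 2 at 20 µM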
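Measured by: Luminescent substrate turnover signal | Test system: Human TNAP | Input: TNAP 1/800 final | Dosing: 20 µM single point | Schedule: 30 min, room temperature | Controls: EDTA wells as negative control, DMSO wells as positive control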
PMI act satM6P: increases human PMI activity with near-saturating mannose 6-phosphate; coupled PMI enzyme assay, resazurin fluorescence, 20 min; active compounds read high; 1 = untreated enzyme, 0 = substrate-free blank; activation factor at 20 µM; 0.34% of 190,000 active; AID 1216;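 active means activation factor of 2 or more at 20 µM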
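Material: human phosphomannose isomerase with PGI, G6PDH, diaphorase coupling enzymes. Quantity: 15 ng/mL PMI. Medium: HEPES pH 7.4 buffer with MgCl2 and Tween-20. Reagent: Near-saturating mannose-6-phosphate, 1.0 mM. Compound: 20 µM single dose. Times: enzyme reaction with compound 20 min at room temperature. Detection: resorufin fluorescence at Ex 544/Em 590 nm.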
Numbers without * were called inactive.

Every second line gives: bIAP inh, TNAP inh hi DEA, TNAP inh no acc, Diaph act CS, Diaphorase inh, L major viab, PMI activator, bIAP act, TNAP act hiacc, PMI act satM6P
COc1ccc(C(CC(=O)O)NC(=O)c2cccs2)cc1 (stereo unspecified)
    -2, -3, -9, 0.9, 10, 22, 0.9, 1, 1, 0.9
COCCn1nnnc1C(c1ccc(OC)cc1OC)N1CCN(c2ccccc2F)CC1 (stereo unspecified)
    -1, -7, -13, 0.7, 27, 18, 1, 1, 1.1, 1
CCOC(=O)c1sc2nc(N3CCOCC3)c3c(c2c1N)CCN(C)C3
    9, -4, -12, 1.1, -13, 14, 1, 0.9, 1, 1
CSc1nc(N)c(C#N)c(-c2ccc(Cl)cc2)c1C#N
    7, -3, -4, 1, 1, 20, 1, 0.9, 1, 1.1
CC(C)OCCCNC(=O)c1ccc(CS(=O)(=O)Cc2ccccc2F)o1
    -8, -3, -9, 0.9, 6, 2, 1, 1.1, 1, 1
CC(=O)C1=C(C)N(c2ccccc2)C(=O)C1(NS(=O)(=O)c1ccc(N)cc1)C(F)(F)F (stereo unspecified)
    3, -6, -10, 1, 5, -9, 1, 1, 1.1, 1
O=C(c1cc(F)c(F)cc1Cl)N1CCN(c2ccc([N+](=O)[O-])c3ncccc23)CC1
    25, 1, -2, 0.7, 29, 57*, 0.8, 0.7, 1, 0.5
O=c1ccc(=O)n2n1CC(O)C2
    14, -8, -2, 1, 0, -5, 1.1, 0.9, 1.1, 1.1
CCOC(=O)c1cn(Cc2cccc(C)c2)nn1
    -6, -6, -9, 1, 4, -8, 1, 1.1, 1.1, 1
COC(=O)c1ccccc1NC(=O)CSc1nnc(Cc2ccc(Cl)cc2)o1
    8, -3, -4, 0.7, 28, -8, 0.8, 0.9, 1, 0.8
Cc1ccc(NC(=O)CCNS(=O)(=O)c2ccc3c(c2)oc(=O)n3C)cc1
    13, -4, -13, 0.9, 13, -5, 1, 0.9, 1, 1
O=C(NCCc1ccc(Cl)cc1)C1CCN(S(=O)(=O)N2CCCCC2)CC1
    4, -5, -13, 0.9, 10, 7, 1, 1, 1.1, 0.9
O=C(Nc1ccccc1F)C1(c2ccccc2)CC1(Cl)Cl (stereo unspecified)
    8, -2, -11, 0.9, 8, -4, 1, 0.9, 1, 1
Cc1ccc(S(C)(=O)=O)cc1S(=O)(=O)Nc1cccc(Cl)c1
    0, 3, -8, 0.9, 10, 48, 1, 1, 1, 0.9
O=C(N/N=C/c1ccc[nH]1)c1cccnc1
    3, 3, 17, 0.8, 15, -10, 1, 1, 1, 0.7

Taken from above.
TNAP act hiacc, `O=c1ccc(=O)n2n1CC(O)C2` reads 1.1
bIAP inh, `CC(C)OCCCNC(=O)c1ccc(CS(=O)(=O)Cc2ccccc2F)o1` reads -8

Next part:
Every second line gives: bIAP inh, TNAP inh hi DEA, TNAP inh no acc, Diaph act CS, Diaphorase inh, L major viab, PMI activator, bIAP act, TNAP act hiacc, PMI act satM6P
OCC#Cc1cnc2ccccc2c1
    8, 0, -1, 0.9, 12, 2, 0.9, 0.9, 1, 0.9
CC1(C)CC(=O)C(C=Nc2ccc(O)c(N=CC3=C(O)CC(C)(C)CC3=O)c2)=C(O)C1
    -14, 8, -12, 0.8, 20, 18, 1, 1.1, 0.9, 0.6
C#CCOCCOCCOCCNc1nc(N2CCN(C(=O)[C@H]([C@@H](C)CC)n3cc([C@@H](N)CO)nn3)CC2)nc(N2CCN(C(=O)[C@H](Cc3ccc(O)cc3)n3cc([C@@H](N)CC(C)C)nn3)CC2)n1
    -23, -5, -7, 1.1, -8, -3, 1.2, 1.2, 1, 1.4
CN(Cc1nc2ccccc2c(=O)[nH]1)Cc1cc(=O)oc2ccc3ccccc3c12
    -3, -6, -2, 0.8, 24, 14, 0.9, 1, 1.1, 0.9
Cc1cc(N2CCC(C)CC2)n2ncc(-c3ccccc3)c2n1
    -13, -8, -11, 0.7, 30, 4, 0.9, 1.1, 1.1, 0.9
CCOC(=O)c1c(C)n(C)c2ccc(O)c(CN3CCCCC3)c12
    2, -2, -10, 0.9, 10, 31, 0.9, 1, 1, 0.9
Cc1ccc(/C=N/NC(=O)c2ccoc2C)s1
    -26, -6, -9, 1, 5, -2, 1.1, 1.3, 1.1, 1
Cc1ccc(NC(=S)NC2CC3CCCC(C2)N3Cc2cccs2)cc1 (stereo unspecified)
    -95, -5, -34, 1, 0, 92*, 1, 2*, 1.1, 1
CCOCC(=O)Nc1nnc(Cc2ccc(OC)cc2)s1
    -2, 3, -8, 1, 0, -7, 1.1, 1, 1, 1.1
COC1CCCCC1Nc1cc(C)ccc1C (stereo unspecified)
    0, 0, -9, 0.9, 11, -4, 0.8, 1, 1, 0.9
COc1ccc(NS(=O)(=O)c2ccc(NC(=O)c3ccccc3)cc2)nn1
    0, -2, -6, 1, 4, -9, 1, 1, 1, 1
CCC(C)C(=O)Nc1nnc(-c2cccs2)s1 (stereo unspecified)
    -1, -5, -9, 1, 1, -2, 1, 1, 1, 1.1
COC(=O)c1ccc(N2C(=O)CC(SCCN)C2=O)cc1 (stereo unspecified)
    7, -6, -14, 0.8, 22, -2, 0.9, 0.9, 1.1, 1
Cc1nnc(NC(=O)c2ccc(C)c(S(=O)(=O)N3CCOCC3)c2)s1
    8, -1, -11, 0.9, 5, 1, 1, 0.9, 1, 1
CCOC(=O)Cc1csc(SCC(=O)Nc2cc(C)ccc2OC)n1
    30, -4, -13, 1, 4, -3, 1, 0.7, 1, 1

Single records (already shown). Values in the order: bIAP inh	TNAP inh hi DEA	TNAP inh no acc	Diaph act CS	Diaphorase inh	L major viab	PMI activator	bIAP act	TNAP act hiacc	PMI act satM6P
Cc1nnc(NC(=O)c2ccc(C)c(S(=O)(=O)N3CCOCC3)c2)s1 across the screens: 8	-1	-11	0.9	5	1	1	0.9	1	1
CCOC(=O)Cc1csc(SCC(=O)Nc2cc(C)ccc2OC)n1 across the screens: 30	-4	-13	1	4	-3	1	0.7	1	1
CCOC(=O)c1c(C)n(C)c2ccc(O)c(CN3CCCCC3)c12 across the screens: 2	-2	-10	0.9	10	31	0.9	1	1	0.9
COC1CCCCC1Nc1cc(C)ccc1C (stereo unspecified) across the screens: 0	0	-9	0.9	11	-4	0.8	1	1	0.9
COC(=O)c1ccc(N2C(=O)CC(SCCN)C2=O)cc1 (stereo unspecified) across the screens: 7	-6	-14	0.8	22	-2	0.9	0.9	1.1	1

Continued.
Every second line gives: bIAP inh, TNAP inh hi DEA, TNAP inh no acc, Diaph act CS, Diaphorase inh, L major viab, PMI activator, bIAP act, TNAP act hiacc, PMI act satM6P
COc1cc(OC)c(OC)cc1/C=C1/C(=O)N=C(N)N1C
    2, -3, -16, 0.9, 14, 4, 0.9, 1, 1, 0.6
N=C1N(/N=C/c2ccccc2)C(=Nc2ccccc2)C(=S)N1c1ccccc1
    8, -2, -78, 0.8, 16, 32, 1.1, 0.9, 1, 0.9
CS(=O)(=O)Nc1ccc(Br)cc1C(=O)c1ccccc1
    -4, -5, -3, 1.1, -10, -3, 1, 1, 1.1, 1.1
Cc1ccsc1CN1CCN(c2ccccn2)CC1
    6, -6, 0, 0.8, 16, -8, 1, 0.9, 1.1, 1
CC(Oc1ccc(Cl)cc1Cl)c1nc(-c2ccccn2)no1 (stereo unspecified)
    -4, 1, -4, 0.9, 8, 29, 0.9, 1, 1, 1
COc1ccc(CCNC(=O)CSc2cc(=O)[nH]c(N)n2)cc1OC
    0, -6, -11, 0.8, 18, -5, 1, 1, 1.1, 0.9
O=C(CNCCCO)Nc1cc(C(F)(F)F)cc(NC(=O)CNCCCO)c1Cl
    11, -1, -4, 0.9, 10, -3, 0.9, 0.9, 1, 1
O=C(NCc1cccnc1)c1noc2c1CCCC2
    -9, -9, -8, 1, -3, 7, 0.9, 1.1, 1.1, 1
O=S(=O)(Cc1ccc(Cl)cc1)Nc1ccc(Cl)cn1
    2, -2, -6, 1, -3, -7, 1.2, 1, 1, 1.1
O=[N+]([O-])c1cc2c(cc1[N+](=O)[O-])OCCOCCOCCOCCO2
    2, 3, -5, 0.9, 10, -1, 0.9, 1, 1, 0.7
C/C=C(\C)C(=O)NCCN1C2=NC[C@@H](Cc3ccccc3)N2C[C@H]1Cc1ccc(O)cc1
    -4, -3, -4, 1, 1, -5, 0.9, 1, 1, 1
CC(C)[C@H](NC(=O)OC(C)(C)C)c1nnc(SCc2cccc(F)c2)o1
    -4, -4, -11, 0.9, 6, 40, 1, 1, 1, 0.9
Cc1c(-n2cc(C(=O)c3ccccc3O)cc(C#N)c2=O)c(=O)n(-c2ccccc2)n1C
    -4, 3, -9, 0.9, 7, -1, 0.9, 1, 1, 1
Fc1ccc(/C=N/Nc2nn[nH]n2)cc1
    6, -1, -8, 1, -1, -2, 1.1, 0.9, 1, 1.1
CCOc1ccc(NC(=S)N(CCOC)C(C)c2cccnc2)cc1 (stereo unspecified)
    -3, -1, -9, 0.9, 6, 73*, 1, 1, 1, 1
CCOC(=O)c1[nH]ncc1CN1CCCC(C(=O)c2ccc(C(C)(C)C)cc2)C1 (stereo unspecified)
    2, -5, -9, 0.8, 15, 74*, 0.9, 1, 1.1, 1
